Rab7 wt modul: modulators of GTP binding to dog Rab7 wildtype GTPase. hit rate 0.055% among 190,000. GTP binding activity (percent of control), % at 10 µM. GST-Rab7 beads, fluorescent GTP binding, flow cytometry; actives lie on both sides; untreated = 100%, excess cold GTP = 0%;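 active = fluorescent GTP binding to Rab7 beads changed by at least 20 points from the 100% baseline, either direction, mostly lower; inconclusive = compound itself probably fluorescent, or too few beads counted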;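 also: median green fluorescence of bound Bodipy-FL-GTP per Rab7 bead population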
ABCG2 block: blocks JC-1 efflux by human ABCG2 transporter | IgMXP3 cells, flow cytometry | inhibition, % at 6.6 µM | hit rate 0.1% among 190,000 | AID 1325;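 active = inhibition above 80%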;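 also: 0% = DMSO and 100% = nicardipine control wells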
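System: two drug-resistant human cell lines, ABCG2 and ABCB1; controls: nicardipine high and DMSO low controls; times: 10 min exposure at 25 °C with rotation, no wash; detection: flow cytometry of retained JC-1 fluorescence; read-out basis: percent efflux inhibition, scaled nicardipine 100% to DMSO 0%; doses: one concentration, 6.6 µM final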
Rac1 mut GTP: modulators of GTP binding to human Rac1 activated mutant. GST-Rac1 activated beads, fluorescent GTP binding, flow cytometry; actives lie on both sides; 100% means binding = to untreated wells. percent activity (GTP binding), % at 10 µM. hit rate 0.11% among 190,000;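 active = GTP binding at least 20 percentage points away from the 100% baseline, in either direction, so actives lie on both sides; inconclusive = Compound likely fluorescent itself, or too few beads counted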
ABCB1 inh: human ABCB1 inhibition, ABCG2 as counter-screen; P08183; CCRF-Adr cells, JC-1 efflux, flow cytometry; inhibition, % at 6.6 µM; hit rate 0.067% among 190,000; in the data active = inhibition above about 40%;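 also: 0% = vehicle and 100% = reference inhibitor; higher value means more JC-1 retained so stronger ABCB1 efflux block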
Rac1 wt modul: alters GTP binding to wildtype human Rac1; GST-Rac1 beads, fluorescent GTP binding, flow cytometry; actives lie on both sides; 0 = cold GTP competed, 100 = untreated; AID 757; hit rate 0.27% among 190,000; P63000; GTP binding activity (% of control), % at 10 µM;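 active = GTP binding activity at least 20 points away from the 100% control level, either lower or higher; inconclusive = compound flagged as likely green fluorescent, judged across all proteins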
Cdc42 wt: changes GTP binding to wildtype human Cdc42. AID 761. percent activity (GTP binding), % at 10 µM. P60953. GST-Cdc42 beads, Bodipy-GTP binding, flow cytometry; actives lie on both sides. hit rate 0.2% among 190,000;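 active = percent activity GTP binding at least 20 points away from the 100% baseline, either down as inhibitor or up as activator; inconclusive = compound flagged as likely green fluorescent from well-wide comparison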;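 also: median bead fluorescence of bound Bodipy-FL-GTP at 100 nM; 0% = excess unlabeled GTP control and 100% = no compound control; below 100% means less GTP binding so inhibitor and above means activator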
Rab2A wt mod: changes GTP binding to wildtype dog Rab2A, up or down. P61105. GST-Rab2 wt beads, Bodipy-GTP binding, flow cytometry. GTP binding activity, % at 10 µM. hit rate 0.19% among 190,000. AID 760;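 active = GTP binding activity at least 20 points away from 100%, either lowered or raised; inconclusive = signal likely due to the compound's own green fluorescence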;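 also: 0% = beads with excess unlabeled GTP and 100% = no-compound control corrected for plate trend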
Avidin fluor: avidin bead compound fluorescence profile | Avidin beads, compound fluorescence 488/530 nm, flow cytometry; active compounds read high | AID 1775 | hit rate 0.38% among 220,000 | fluorescence (KMESF) at 10 µM; in the data active = fluorescence above about 47; also: inactives centre near 10
HRas wt GTP: changes GTP binding to wildtype human HRas; P01112; GST-Ras wt beads, Bodipy-FL-GTP binding, flow cytometry; actives lie on both sides; GTP binding activity, % at 10 µM; hit rate 0.14% among 190,000; AID 759;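 active = GTP binding activity at least 20% away from the 100% baseline, either lowered as inhibitor or raised as activator; inconclusive = flagged as likely green fluorescent, judged across all proteins in the well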;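 also: 0% = unlabeled GTP competition control and 100% = no-compound control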
GSH bead fluor: GSH bead compound fluorescence profile; GSH beads flow cytometry, compound fluorescence 488/530 nm; active compounds read high; fluorescence (KMESF) at 10 µM; hit rate 0.25% among 190,000; in the data active = fluorescence above about 89;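 also: glutathione beads carrying GST-tagged Bcl family fusion proteins plus one bare bead set; values are compound well signal with DMSO vehicle wells as background; inactives centre near 16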
Pf gametocyte: P. falciparum stage V gametocyte viability inhibition; P. falciparum stage V gametocytes, ATP luminescence, 24 h; hit rate 0.065% among 150,000; AID 743093; inhibition, % at 10.9 µM;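 active = inhibition above the mean plus 3 SD of compounds within the control limits, set per campaign, cut at about 38% in these data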;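 also: 0% = DMSO wells and 100% = medium only without gametocytes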
The depositor's hits bear a star; ? = inconclusive; . = no result given.

Every second line gives: Rab7 wt modul	ABCG2 block	Rac1 mut GTP	ABCB1 inh	Rac1 wt modul	Cdc42 wt	Rab2A wt mod	Avidin fluor	HRas wt GTP	GSH bead fluor	Pf gametocyte
> Cc1ccc(C(=O)NC(=S)NNC(=O)c2ccccc2[N+](=O)[O-])cc1
  102	4	97	-0.5	107	97	101	4	101	29	-5
> O=C1C2C3C=CC(CC3)C2C(=O)N1/N=C/c1c[nH]c2ccccc12 (stereo not drawn)
  97	0	97	0.1	100	97	97	11	96	12	6
> CCOc1ccc(OCC(=O)OCn2c(SC)nnc(C)c2=O)cc1
  100	0	102	-0.2	104	101	103	13	101	13	-11
> CCOc1ccc(Br)cc1S(=O)(=O)NC(=O)c1ccccc1
  94	1	95	0.6	100	99	96	9	100	13	3
> CCC(=O)c1ccc(OCc2ccc(C(=O)OC)cc2)c(OC)c1
  99	7	98	1.2	97	96	100	3	99	20	13
> COc1cccc(OC)c1C(=O)Nc1ccccc1C(=O)N1CCOCC1
  98	4	93	0.8	98	98	97	15	100	34	.
> CC(C)c1ccc(NC(=S)NN(c2ccccc2)c2ccccc2)cc1
  96	-2	102	-0.3	100	102	101	13	100	8	19
> COC(=O)CC1=NN(c2nc(C)cc(C)n2)C(=O)C1
  104	2	98	3.0	105	102	101	26	102	14	-12
> CC1(C)CC(=O)C(C(N)=NC(=O)c2ccccc2)=C(O)C1
  105	4	98	0.5	103	100	101	10	101	13	7
> CCCCn1nnnc1SCC(=O)Nc1ccc2c(c1)OCO2
  100	6	98	0.8	104	102	101	7	101	16	0
> CCN=C(NCC)SC1CC(=O)N(c2ccc(F)cc2)C1=O (stereo not drawn)
  97	3	96	0.3	101	99	97	13	97	19	.
> O=C(NNC(=O)C1CCN(S(=O)(=O)c2ccc(Cl)cc2)CC1)c1ccc(S(=O)(=O)N2CCCCC2)cc1
  102	-1	100	-0.2	105	106	103	3	102	15	3
> COc1ccc(NC(=O)c2ccccc2SC)cc1
  102	1	95	0.4	98	95	97	21	99	12	9
> Cc1ccc(C2=NN(S(C)(=O)=O)C(c3ccc4c(c3)OCO4)C2)cc1 (stereo not drawn)
  ?	3	?	0.5	?	?	?	13	?	19	-1
> CC(Oc1ccc([N+](=O)[O-])cc1Cl)C(=O)Nc1ccc(C(N)=O)cc1 (stereo not drawn)
  97	5	96	0.8	100	96	97	11	97	11	11
> FC(F)(F)c1cnc(Oc2ccc(-c3nnco3)cc2)c(Cl)c1
  92	0	93	0.1	95	97	95	22	96	17	.
> Clc1ccc2c(N/N=C/c3cccnc3)ccnc2c1
  91	1	92	-0.7	86	89	90	22	91	11	.
> O=C(Nc1cc(Cl)ccc1Cl)N1CCCC1
  106	7	96	0.9	100	98	100	10	100	13	10
> CC(OC(=O)C(NC(=O)c1ccco1)C(C)C)C(=O)Nc1ncc(Cl)cc1Cl (stereo not drawn)
  99	0	102	0.0	106	103	107	11	104	24	.
> CN(C)CCCOC(=O)c1ccc(Cl)cc1
  102	2	100	0.6	102	99	100	9	99	50	.

Next results
Every second line gives: Rab7 wt modul	ABCG2 block	Rac1 mut GTP	ABCB1 inh	Rac1 wt modul	Cdc42 wt	Rab2A wt mod	Avidin fluor	HRas wt GTP	GSH bead fluor	Pf gametocyte
> C/C(N)=C(/C#N)C(=O)COC(=O)CSc1ccc2ccccc2c1
  100	1	97	0.2	98	97	100	4	97	30	-31
> CCOc1ccc(C(=O)c2ccc([N+](=O)[O-])cc2Cl)cc1
  ?	1	?	0.2	?	?	?	10	?	21	-1
> Nc1cc(C(=O)OCC(=O)NCC2CCCO2)ccc1Cl (stereo not drawn)
  95	0	97	-0.1	100	98	98	2	98	24	.
> O=C(NCC1CCCO1)C(c1ccc(F)cc1)N(CC1CCCO1)C(=O)c1ccc(-c2ccccc2)[nH]1 (stereo not drawn)
  95	3	94	2.0	96	97	94	13	96	22	.
> Cc1cccc(N(C)C(=O)COc2cc(=O)n(C)c3ccccc23)c1
  100	3	96	0.8	94	95	98	4	97	19	.
> CCNc1nc(NCC)nc(N/N=C/c2ccc(O)c(O)c2)n1
  101	-3	94	-0.5	98	95	94	11	96	13	-16
> CCNC(=S)N(CCN(C)C)Cc1cc2cc(OCC)ccc2[nH]c1=O
  101	0	90	-0.5	91	90	93	7	91	20	-6
> CCOc1ccc(-c2nnc3sc(COc4ccc(C)cc4)nn23)cc1
  89	1	87	0.2	87	92	87	10	92	22	.
> Clc1ccc(Cn2ncc3c(N4CCCCC4)ncnc32)c(Cl)c1
  94	9	93	1.1	91	93	92	25	92	18	14
> O=C(Nc1cccc(C(=O)N2CCOCC2)c1)c1ccccc1
  101	1	103	0.2	105	103	101	10	103	12	37
> COC(=O)C1=C(C(=O)OC)SC(=C2C(=S)C(C)(C)N(C(=O)C3CC3)c3ccccc32)S1
  95	1	93	0.9	95	93	94	7	95	13	.
> ONC(=Nc1ccc(Cl)cc1)c1ccc(Cl)cc1
  96	3	95	0.9	96	100	96	34	98	12	-4
> CC(C)c1nc2ccccc2c2nnc(SCC(=O)NCc3ccco3)n12
  96	22	93	1.1	92	96	94	10	95	52	.
> O=C(Cn1nnc(-c2ccccc2)n1)Nc1ccccc1N1CCOCC1
  101	0	95	0.2	99	97	98	10	99	25	.
> COC(=O)c1sccc1NC(=S)N1CCCCC1C (stereo not drawn)
  99	48	100	1.2	105	100	99	11	101	36	.
> Cc1occc1C(=O)Nc1ccc(S(=O)(=O)N2CCN(C)CC2)cc1
  99	-8	101	-3.6	101	98	101	9	102	11	-14
> O=C(CSc1ccccn1)Nc1cccc(NC(=O)CSc2ccccn2)n1
  98	7	98	0.9	100	99	95	12	100	9	-6
> CC1CCCCN1C(=O)CSc1nc2ccccc2[nH]1 (stereo not drawn)
  104	5	97	1.0	102	93	99	11	97	11	0
> CCOC(=O)c1cnn(-c2cc(C)nc3c(-c4ccccc4)cnn23)c1N
  97	0	97	-0.2	102	99	99	19	99	18	5
> O=[N+]([O-])c1cccc(C(=Nc2ccccc2)NO)c1
  104	9	99	2.0	104	103	101	19	102	16	-5

Random excerpt: two entries already listed, in no set order.
Every second line gives: Rab7 wt modul	ABCG2 block	Rac1 mut GTP	ABCB1 inh	Rac1 wt modul	Cdc42 wt	Rab2A wt mod	Avidin fluor	HRas wt GTP	GSH bead fluor	Pf gametocyte
> O=C(Nc1cc(Cl)ccc1Cl)N1CCCC1
  106	7	96	0.9	100	98	100	10	100	13	10
> FC(F)(F)c1cnc(Oc2ccc(-c3nnco3)cc2)c(Cl)c1
  92	0	93	0.1	95	97	95	22	96	17	.

Going on with the list.
Every second line gives: Rab7 wt modul	ABCG2 block	Rac1 mut GTP	ABCB1 inh	Rac1 wt modul	Cdc42 wt	Rab2A wt mod	Avidin fluor	HRas wt GTP	GSH bead fluor	Pf gametocyte
> Cc1ccc(NC(=O)COC(=O)C2CC2(Cl)Cl)cc1C (stereo not drawn)
  93	3	94	0.7	100	96	94	6	95	11	11
> Cc1ccc(C(=O)/C=C/c2ccc(-c3ccc(C)cc3)o2)cc1
  ?	-6	?	-1.0	?	?	?	12	?	4	.
> COc1ccc(/C=c2/sc3nc(-c4ccccc4)c(-c4ccccc4)n3c2=O)cc1
  102	8	102	0.0	104	104	101	9	101	11	.
> CC(C)CC1(C)NC(=O)NC1=O (stereo not drawn)
  104	2	100	0.4	107	105	105	5	106	53	20
> O=S(=O)(c1cccc(C(F)(F)F)c1)N1CCN(c2ccccc2)CC1
  95	1	97	0.1	96	98	97	8	97	6	-8
> COc1ccc(-c2c(C)nn3c(-c4ccccc4)cc(C)nc23)cc1
  96	10	93	0.0	94	94	93	11	93	18	.
> CCN(CC)S(=O)(=O)c1ccc(Cl)c(C(=O)NC(C)C(c2cccs2)N2CCCC2)c1 (stereo not drawn)
  105	1	95	1.1	101	98	97	12	98	12	.
> S=c1cnc2ccccc2[nH]1
  98	-2	97	-0.6	99	100	97	5	97	18	.
> CCCNC(=O)CN(c1ccccc1)S(=O)(=O)c1ccc(OC)c(OC)c1
  99	3	99	1.5	103	101	100	12	102	28	19
> COc1cc(NS(=O)(=O)c2cc(C)ccc2OC)c(OC)cc1Cl
  98	7	89	1.2	86	88	91	6	89	55	.
> CCOc1cccc(OCCCOc2cccc3cccnc23)c1
  101	3	101	0.6	101	98	99	6	99	9	8
> CCCCCCC1CC(C)(/C(C)=N/NC(N)=O)OC1=O (stereo not drawn)
  95	0	95	-0.2	97	100	100	11	98	10	.
> COc1ccc(S(=O)(=O)Nc2ccccc2OC)cc1C
  99	-1	97	0.3	102	100	102	9	98	35	.
> O=C(O)CCCC(=O)NCCCc1ccccc1
  100	1	100	0.5	100	99	99	8	100	24	.
> O=C(CNC(=O)c1ccccc1)N/N=C/c1cccs1
  95	4	94	0.6	100	97	96	10	97	21	0
